# Assay outcomes deposited in PubChem BioAssay by Broad Institute.
# KDM4C inh: inhibitors of human demethylase GASC-1 KDM4C | Q9H3R0 | GST-KDM4C 2-372, H3K9me3 peptide, LANCE TR-FRET | inhibition, % at 12.5 µM | hit rate 0.15% among 96,000;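 active means mean replicate inhibition above about 25%, with at least 55% of replicates also reaching it, limit read from the data, passing the limit was not always enough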
# Target sequence (Q9H3R0 2-372 limits assumed): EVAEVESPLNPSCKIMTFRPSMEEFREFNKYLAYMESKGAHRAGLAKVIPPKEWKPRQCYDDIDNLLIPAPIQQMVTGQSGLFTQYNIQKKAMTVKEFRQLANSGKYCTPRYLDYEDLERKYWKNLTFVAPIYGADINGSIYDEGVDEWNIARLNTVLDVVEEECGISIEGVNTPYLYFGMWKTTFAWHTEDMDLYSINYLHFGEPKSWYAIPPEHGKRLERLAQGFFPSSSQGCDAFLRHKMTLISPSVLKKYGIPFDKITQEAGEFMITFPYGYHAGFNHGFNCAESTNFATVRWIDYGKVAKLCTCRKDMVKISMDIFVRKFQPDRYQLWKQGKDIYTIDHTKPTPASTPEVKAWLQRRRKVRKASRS
#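 System – N-terminal GST-fused human GASC-1 (KDM4C) fragment, residues 2-372 · Input – enzyme final amount 10 nM · Technique – LANCE TR-FRET, Eu antibody, ULight-streptavidin, EDTA, ex 340 nm, em 618/671 nm · Medium – HEPES buffer, pH 7.5, plus ascorbate · Incubation – enzyme reaction 30 min, then detection 60 min, both room temperature · Reagent – H3K9me3 peptide with Fe(II)/2OG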
# T cruzi growth: T. cruzi proliferation inhibition; AID 624255; hit rate 5.9% among 77,000; T. cruzi beta-gal in NIH3T3, GalScreen luminescence, 90 h; inhibition, % at 8.34 µM;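 active means mean inhibition above about 93%, with at least 55% of replicates each passing it, limit read from the data, passing the limit was not always enough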
# C diff HTS: C. difficile growth inhibition | Clostridium difficile clinical isolate growth, OD600, 24 h; hits give low values | growth activity, negative = inhibition, % at 16 µg/mL (by protocol) | hit rate 0.25% among 86,000 | AID 1259249;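 active means mean growth activity at or below -80% and every replicate also at or below -80%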;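 further: 0% = DMSO wells and -100% = levofloxacin 16 µg/mL wells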
# Pf Dd2 inh: inhibitors of Plasmodium falciparum Dd2 growth | hit rate 2.3% among 94,000 | activity change, % at 10 µM | P. falciparum Dd2 growth, SYBR Green, 72 h; hits give low values; in the data active means activity change below about -80%
# Numbers without * were called inactive; x = no result given; & = joins results of further samples.
# Results follow in this order: KDM4C inh, T cruzi growth, C diff HTS, Pf Dd2 inh
- CN(C)CC#Cc1ccc([C@@H]2[C@@H](CO)N3C(=O)CN(C(=O)CN(C)C)C[C@H]23)cc1
    19, x, 4, 15
- C[C@@H]1CN([C@@H](C)CO)C(=O)c2cc(NS(=O)(=O)c3cn(C)cn3)ccc2O[C@@H](C)CCCCO[C@@H]1CN(C)S(=O)(=O)c1ccccc1
    0.0, -31, -2, 6
- C[C@@H]1CN([C@H](C)CO)C(=O)Cc2cc(NC(=O)CCC(F)(F)F)ccc2O[C@H]1CN(C)C(=O)Nc1cccc2ccccc12
    0.2, 42, -7, 3
- C[C@H](CO)N1C[C@H](C)[C@H](CN(C)C(=O)Nc2cccc3ccccc23)Oc2c(NS(=O)(=O)c3ccc(F)cc3)cccc2C1=O
    -0.9, 81, -1, -14
- Cc1noc(C)c1NC(=O)Nc1ccc2c(c1)C(=O)N([C@H](C)CO)C[C@H](C)[C@@H](CN(C)C(=O)Nc1ccc3c(c1)OCO3)OCCCC[C@H](C)O2
    -0.3, -16, -2, 24
- Cc1noc(C)c1S(=O)(=O)Nc1cccc2c1O[C@@H](CN(C)Cc1ccc(-c3ccccc3)cc1)[C@@H](C)CN([C@H](C)CO)C2=O
    -0.3, 48, 24, -8
- CC(C)NC(=O)N1[C@@H]2CN(C(=O)C3CC3)c3ccccc3[C@@H]2[C@@H]1CO
    2.7, 38, 0, 13
- C[C@H]1CCCCO[C@@H](CN(C)C(=O)Cc2ccccc2)[C@@H](C)CN([C@@H](C)CO)C(=O)c2cc(NS(=O)(=O)c3cccs3)ccc2O1
    -0.3, 63, 6, -74
- C[C@@H]1CN([C@H](C)CO)C(=O)c2cc(NC(=O)Nc3ccc(C(F)(F)F)cc3)ccc2O[C@@H](C)CCCCO[C@@H]1CN(C)Cc1ccncc1
    -0.3, 92, -4, -77
- C[C@@H]1CN([C@@H](C)CO)C(=O)Cc2cc(NC(=O)CCC(F)(F)F)ccc2O[C@H]1CN(C)Cc1ccc(C(=O)O)cc1
    3.0, x, 7, 21

# Later entries.
# Results follow in this order: KDM4C inh, T cruzi growth, C diff HTS, Pf Dd2 inh
- C[C@@H]1CCCCO[C@H](CN(C)S(=O)(=O)c2ccc(F)cc2)[C@H](C)CN([C@H](C)CO)C(=O)c2cc(N(C)C)ccc2O1
    -0.8, 54, -2, x
- Cc1ccc(S(=O)(=O)NCC[C@H]2CC[C@H](NC(=O)C3CCOCC3)[C@H](CO)O2)cc1
    -1.0, -43, -1, -2
- O=C(NCC(F)(F)F)[C@@H]1[C@@H](CO)[C@@H]2Cn3c(cccc3=O)[C@H]1N2C(=O)C1CCC1
    -3.7, 39, 2, 2
- C[C@@H]1CN([C@H](C)CO)C(=O)c2cc(C#CCc3ccccc3)cnc2O[C@H]1CN(C)C(=O)C1CCCCC1
    0.2, 105, 21, -83*
- C[C@@H]1CN([C@H](C)CO)C(=O)c2cc(NS(C)(=O)=O)ccc2O[C@@H](C)CCCCO[C@@H]1CN(C)Cc1ccc(C(F)(F)F)cc1
    -0.7, 67, 5, -52
- CC(C)C(=O)Nc1ccc2c(c1)C(=O)N(C)[C@@H]1CC[C@H](CC(=O)NCCCN(C)C)O[C@@H]1CO2
    1.7, -37, -6, -72
- O=C(c1cccnc1)N1C[C@@H]2[C@H](c3ccccc31)[C@@H](CO)N2CC1CCCCC1
    1.2, 12, 6, 2
- COc1ccc(S(=O)(=O)N(C)C[C@H]2OCCCC[C@H](C)Oc3ccc(NC(=O)C4CCCCC4)cc3C(=O)N([C@H](C)CO)C[C@@H]2C)cc1
    -2.3, 60, 0, -41
- CC=Cc1ccc2n(c1=O)C[C@H]1[C@H](CO)[C@@H](C(=O)Nc3ccccc3)[C@@H]2N1C(=O)CC (mixture of isomers)
    0.2, 9, -1, 11
- Cc1ccc(S(=O)(=O)N[C@H]2C=C[C@H](CC(=O)NCc3ccccc3F)O[C@@H]2CO)cc1
    -1.4, -90, x, 7

# In the list so far, 2 have two or more sulfur atoms.
# Results follow in this order: KDM4C inh, T cruzi growth, C diff HTS, Pf Dd2 inh
- C[C@@H]1CN([C@@H](C)CO)C(=O)c2cc(NS(=O)(=O)c3cn(C)cn3)ccc2O[C@@H](C)CCCCO[C@@H]1CN(C)S(=O)(=O)c1ccccc1
    0.0, -31, -2, 6
- C[C@H]1CCCCO[C@@H](CN(C)C(=O)Cc2ccccc2)[C@@H](C)CN([C@@H](C)CO)C(=O)c2cc(NS(=O)(=O)c3cccs3)ccc2O1
    -0.3, 63, 6, -74

# The list continues:
# Results follow in this order: KDM4C inh, T cruzi growth, C diff HTS, Pf Dd2 inh
- C[C@H](CO)N1C[C@H](C)[C@@H](CN(C)Cc2ccc(C(=O)O)cc2)Oc2ccc(NC(=O)NC3CCCCC3)cc2C1=O
    1.1, x, 1, 4
- C[C@@H]1CCCCO[C@H](CN(C)Cc2ccc(C(=O)O)cc2)[C@H](C)CN([C@@H](C)CO)C(=O)c2cc(NC(=O)Nc3cccc4ccccc34)ccc2O1
    -0.1, 25, -6, 38
- O=S(=O)(Cc1ccccc1)N1CCCCN2[C@H](CO)[C@@H](c3ccc(-c4cccnc4)cc3)[C@H]2C1
    -0.3, 6, -6, -25
- C[C@H]1CN([C@@H](C)CO)C(=O)c2cc(NC(=O)Nc3ccc(F)cc3)ccc2O[C@H]1CN(C)C(=O)Nc1cccc2ccccc12
    -0.9, x, -5, -2
- CO[C@@H]1CN(C)C(=O)c2cc(NC(=O)Nc3ccc4c(c3)OCO4)ccc2OC[C@@H](C)N(C(C)=O)C[C@H]1C
    3.7, 5, x, -58
- CC(=O)N1CCCCN2[C@@H](CO)[C@H](c3ccc(-c4ccc(F)cc4)cc3)[C@@H]2C1
    1.3, 85, -7, 16
- COc1ccc(S(=O)(=O)Nc2ccc3c(c2)C(=O)N([C@@H](C)CO)C[C@H](C)[C@H](CN(C)C(=O)Nc2c(C)noc2C)O3)cc1
    -1.8, 75, -1, 16
- O=C(C[C@H]1CC[C@H]2[C@@H](COC[C@H](O)CN2S(=O)(=O)c2ccccc2)O1)NCC1CCCCC1
    2.6, 31, x, -40
- C[C@H](NC(=O)[C@H]1N[C@H]2c3ccc(C4=CCCC4)c(=O)n3C[C@H]2[C@@H]1CO)c1ccccc1
    0.8, 40, -4, x
- C[C@H]1CN([C@@H](C)CO)S(=O)(=O)c2ccc(C#Cc3ccccn3)cc2O[C@@H]1CN(C)Cc1ccc(F)cc1
    -19, 130*, -4, -29

# (listing goes on)
# Results follow in this order: KDM4C inh, T cruzi growth, C diff HTS, Pf Dd2 inh
- CC(C)NC(=O)Nc1ccc2c(c1)C(=O)N([C@H](C)CO)C[C@H](C)[C@@H](CN(C)Cc1ccccc1)O2
    -0.8, -33, -4, 35
- CN(C)C(=O)c1ccc(-c2ccc3c(c2)[C@H]2[C@H](CCN2C(=O)c2ccc(F)cc2)[C@@H](CO)N3C)cc1
    0.4, 88, 5, -66
- COCC#Cc1ccc2c(c1)O[C@H](CN(C)CC1CCOCC1)[C@H](C)CN([C@@H](C)CO)S2(=O)=O
    -0.3, 13, 1, -77
- Cc1ccccc1-c1ccc(C2[C@@H]3CN(S(=O)(=O)c4ccccc4)C[C@H]2N3)cc1 (some centres undefined)
    2.0&-1.1, x, -13&42, -25&-33
- CCS(=O)(=O)N1CCC2(CC1)CN(C(=O)NC(C)C)[C@@H](CO)c1c2c2ccc(OC)cc2n1C
    -0.1, x, 4, 16
- CCCC(O)C#Cc1cnc2c(c1)C(=O)N([C@H](C)CO)C[C@H](C)[C@H](CN(C)Cc1ccc(F)cc1)O2 (some centres undefined)
    -0.3, x, x, 1
- C[C@H](CO)N1C[C@H](C)[C@@H](CN(C)Cc2ccc3c(c2)OCO3)Oc2ccc(NC(=O)Cc3cn(C)c4ccccc34)cc2CC1=O
    -2.7, 75, -2, -47
- COc1ccc(CN(C)C[C@H]2Oc3c(NC(=O)c4nc5ccccc5s4)cccc3C(=O)N([C@@H](C)CO)C[C@@H]2C)cc1
    -3.0, 92, 7, -42
- COc1ccc(NC(=O)Nc2ccc3c(c2)[C@H]2C[C@H](CC(=O)NCc4ccccn4)O[C@@H](CO)[C@H]2O3)cc1
    5.8, 22, 4, 12
- Cc1ccc(S(=O)(=O)Nc2ccc3c(c2)C(=O)N([C@@H](C)CO)C[C@@H](C)[C@H](CN(C)S(=O)(=O)c2ccc(F)cc2)OCCCC[C@H](C)O3)cc1
    0.2, 121*, -2, -36

# Just Pf Dd2 inh, T cruzi growth and KDM4C inh, for some of the entries so far:
smiles	Pf Dd2 inh	T cruzi growth	KDM4C inh
CCS(=O)(=O)N1CCC2(CC1)CN(C(=O)NC(C)C)[C@@H](CO)c1c2c2ccc(OC)cc2n1C	16	x	-0.1
CCCC(O)C#Cc1cnc2c(c1)C(=O)N([C@H](C)CO)C[C@H](C)[C@H](CN(C)Cc1ccc(F)cc1)O2 (some centres undefined)	1	x	-0.3

# The list continues:
# Results follow in this order: KDM4C inh, T cruzi growth, C diff HTS, Pf Dd2 inh
- CCC(=O)N1C[C@H]2[C@@H](c3ccccc31)[C@H](CO)N2Cc1cc(F)ccc1F
    -1.9, 39, -2, 4
- C[C@H](CO)N1C[C@H](C)[C@@H](CN(C)C(=O)c2ccc(F)cc2)Oc2ncc(C#C[C@@H](C)O)cc2C1=O
    0.7, x, 2, 25
- C[C@@H]1CN([C@@H](C)CO)C(=O)Cc2cc(NC(=O)NC3CCCCC3)ccc2O[C@H]1CN(C)Cc1ccc2c(c1)OCO2
    5.5, x, 3&-14, -15
- C[C@@H]1CN([C@@H](C)CO)C(=O)c2cc(NC(=O)c3ccncc3)ccc2O[C@@H](C)CCCCO[C@H]1CN(C)Cc1ccc(C(F)(F)F)cc1
    2.3, 88, 9, -81*
- O=S(=O)(N[C@@H]1CC[C@H](CCn2cc(-c3cccnc3)nn2)O[C@@H]1CO)c1ccccc1
    1.2, 22, -3, -9
- CO[C@@H]1CN(C)C(=O)c2cc(NC(C)=O)ccc2OC[C@H](C)N(C(=O)C2CCOCC2)C[C@@H]1C
    0.0, x, x, 3
- C[C@H]1CN([C@@H](C)CO)C(=O)c2cc(NS(C)(=O)=O)ccc2O[C@H]1CN(C)C(=O)Nc1ccc(F)cc1
    -0.5, 18, 0, 17
- C[C@@H]1CN([C@@H](C)CO)C(=O)c2cc(C#CC3(O)CCCC3)cnc2O[C@@H]1CN(C)S(=O)(=O)c1cccc(F)c1
    0.5, 51, 0, -48
- O=C(C[C@@H]1C[C@H]2c3cc(NC(=O)CC4CC4)ccc3O[C@H]2[C@@H](CO)O1)NCC1CC1
    12, -30, -6, 20
- COc1cccc(CN(C)C[C@H]2OCc3ccccc3-c3c(n(C)c4ccccc34)C(=O)N([C@H](C)CO)C[C@@H]2C)c1
    -1.9, x, 11, -80

# The results go on.
# Results follow in this order: KDM4C inh, T cruzi growth, C diff HTS, Pf Dd2 inh
- CC(C)NC(=O)N(C)C[C@@H]1OCCCC[C@H](C)Oc2ccc(NC(=O)C3CCCCC3)cc2C(=O)N([C@@H](C)CO)C[C@@H]1C
    4.1, 22, 0, -53
- C[C@H](CO)N1C[C@H](C)[C@@H](CN(C)C(=O)Nc2ccc3c(c2)OCO3)Oc2c(NC(=O)Nc3ccccc3)cccc2C1=O
    12, x, -6, 10
- COc1ccc(S(=O)(=O)N(C)C[C@@H]2Oc3ccc(NC(=O)Nc4cccc5ccccc45)cc3CC(=O)N([C@H](C)CO)C[C@@H]2C)cc1
    -1.0, 20, 11, -49
- O=C(C[C@@H]1C[C@H]2c3cc(NC(=O)c4cccnc4)ccc3O[C@H]2[C@@H](CO)O1)NCc1ccccc1F
    -1.1, 4, -4, -1
- C[C@H](O)C#Cc1ccc2c(c1)O[C@H](CN(C)C(=O)c1ccncc1)[C@@H](C)CN([C@@H](C)CO)S2(=O)=O
    x, -71, 22, -12
- Cc1noc(C)c1NC(=O)N(C)C[C@H]1OCc2cnnn2CCCC(=O)N([C@@H](C)CO)C[C@@H]1C
    3.5, -12, 1, 30
- C[C@@H](NC(=O)C[C@@H]1CC[C@H]2[C@@H](COc3ccc(NS(=O)(=O)c4ccc(Cl)cc4)cc3C(=O)N2C)O1)c1ccccc1
    0.5, 46, -7, 2
- O=S(=O)(N[C@H]1CC[C@@H](CCn2cc(-c3ccccn3)nn2)O[C@H]1CO)c1cccc(F)c1
    2.1, -33, -1, -7
- C[C@H]1CN([C@@H](C)CO)C(=O)c2cccc(NC(=O)Nc3ccccc3)c2O[C@@H]1CN(C)S(=O)(=O)c1cccs1
    -0.4, 23, x, -10
- C[C@@H]1CN([C@H](C)CO)C(=O)c2cc(C#C[C@@H](C)O)cnc2O[C@@H]1CN(C)C(=O)Cc1ccccn1
    1.0, 6, -1, 46

# New compounds follow
# Results follow in this order: KDM4C inh, T cruzi growth, C diff HTS, Pf Dd2 inh
- O=C(C[C@@H]1CC[C@@H](NC(=O)C2CCC2)[C@@H](CO)O1)NCC1CC1
    1.1, -2, x, 8
- C/C=C/c1ccc2c(c1)[C@H]1[C@H](CCN1C(=O)c1cccc(F)c1)[C@H](CO)N2
    -0.2, x, 13, -93*
- CCCN(C)C[C@H]1OCCCC[C@@H](C)Oc2ccc(NC(=O)c3ccccc3)cc2C(=O)N([C@H](C)CO)C[C@@H]1C
    -2.2, 32, 1, x
- COc1cccc(NC(=O)N2C[C@H](O)COC[C@@H]3O[C@H](CC(=O)NCCCN4CCOCC4)CC[C@H]32)c1
    -0.5, x, -1&-5, 22
